FadD28 binding = inhibitors of Mycobacterium tuberculosis FadD28 bisubstrate binding. FadD28 bisubstrate probe binding, fluorescence polarization. inhibition, % at 12.5 µM. 360,000 compounds, 0.22% hits; in the data active = inhibition above about 8.5%, passing the limit was not always enough; inconclusive = no clear call, values can overlap the other calls
BoNT-F LC inh = blocks Botulinum neurotoxin F light chain protease; 360,000 compounds, 0.22% hits; Multiplex microsphere protease cleavage assay, flow cytometry; inhibition, % at 10 µM; in the data active = inhibition above about 35%, passing the limit was not always enough; inconclusive = no clear call, values can overlap the other calls; note: plate controls were buffer without enzyme for full effect and enzyme alone for no effect
Mtb BioA inh = blocks M. tuberculosis BioA enzyme activity | inhibition, % at 9.99 µM | 360,000 compounds, 0.096% hits | purified M. tuberculosis BioA enzyme, plate reader; in the data active = inhibition above about 40%; inconclusive = no clear call, values can overlap the other calls
GDH-TPI counter = GDH-TPI coupled enzyme inhibition counter-screen | AID 588335 | GDH-TPI coupled enzyme counterscreen, NADH absorbance | inhibition, % at 4.8 µM | 360,000 compounds, 1.2% hits; in the data active = inhibition above about 30%;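 note: 0% = DMSO wells and 100% = wells lacking the enzyme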
BoNT A protease = inhibitors of Botulinum neurotoxin A light chain protease | multiplex microsphere protease substrate cleavage, flow cytometry | inhibition, % at 10 µM | 360,000 compounds, 0.17% hits | AID 588499; note: plate controls were buffer without enzyme for full effect and enzyme alone for no effect
FBA Mtb inh = inhibitors of M. tuberculosis fructose-bisphosphate aldolase. P9WQA3. purified M. tuberculosis FBA, fluorescence read-out. inhibition, % at 1 µM. 360,000 compounds, 2.3% hits; in the data active = inhibition above about 27%;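 note: 0% = vehicle and 100% = reference inhibitor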
Target sequence (P9WQA3 whole entry, looked up): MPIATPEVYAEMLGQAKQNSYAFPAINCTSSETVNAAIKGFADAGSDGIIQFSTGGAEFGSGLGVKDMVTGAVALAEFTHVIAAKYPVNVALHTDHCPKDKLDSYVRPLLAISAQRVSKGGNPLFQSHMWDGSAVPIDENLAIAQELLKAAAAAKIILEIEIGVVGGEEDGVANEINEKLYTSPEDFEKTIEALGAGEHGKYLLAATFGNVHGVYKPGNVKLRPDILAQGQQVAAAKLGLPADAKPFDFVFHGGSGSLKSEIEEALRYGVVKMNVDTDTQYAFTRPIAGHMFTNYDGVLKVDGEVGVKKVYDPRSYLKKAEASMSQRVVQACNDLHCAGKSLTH
PfHsp40 yeast = rescue of PfHsp40-mediated yeast toxicity | AID 504582 | growth rescue, % at 12.5 µM | 340,000 compounds, 0.68% hits | S. cerevisiae expressing PfHsp40, growth rescue, ATP luminescence; in the data active = growth rescue above about 28%, passing the limit was not always enough; inconclusive = no clear call, values can overlap the other calls;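 note: yeast W303a lacking pdr1 and pdr3 grown in galactose medium; growth measured after three days at 30 °C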
Mtb UGM inh = blocks M. tuberculosis UGM enzyme. P9WIQ1. purified UGM, fluorescence polarization probe displacement. inhibition, % at 10 µM. 320,000 compounds, 0.06% hits; in the data active = inhibition above about 10%, passing the limit was not always enough; inconclusive = no clear call, values can overlap the other calls
Target sequence (P9WIQ1 whole entry, looked up): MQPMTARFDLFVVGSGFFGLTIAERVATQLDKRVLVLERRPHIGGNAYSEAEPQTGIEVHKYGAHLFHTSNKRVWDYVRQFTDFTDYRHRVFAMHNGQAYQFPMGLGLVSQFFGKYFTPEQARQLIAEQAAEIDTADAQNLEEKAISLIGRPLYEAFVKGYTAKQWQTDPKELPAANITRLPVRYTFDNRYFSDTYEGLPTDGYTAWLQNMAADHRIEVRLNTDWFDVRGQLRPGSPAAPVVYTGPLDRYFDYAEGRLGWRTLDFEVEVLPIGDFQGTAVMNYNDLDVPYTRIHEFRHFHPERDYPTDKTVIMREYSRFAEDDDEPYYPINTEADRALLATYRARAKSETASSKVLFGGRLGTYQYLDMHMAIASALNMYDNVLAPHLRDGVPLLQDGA
Anthrax LF inh2 = anthrax lethal factor protease inhibition. AID 588501. multiplex microsphere protease cleavage assay, LF. P15917. 360,000 compounds, 0.12% hits. inhibition, % at 10 µM; note: plate controls were buffer without enzyme for full effect and enzyme alone for no effect
Numbers without * were called inactive. Cut-off read from the data, not from the text of the source, unless noted: active = inhibition above about 30%; inconclusive = no clear call, values can overlap the other calls; inactive = below that. This is a random part of the collection, and some 4.7% of all compounds hit somewhere here.

A first look, 2 compounds:
Screening CC1CC(C)(C)NC(=S)N1CCCC(=O)N1CCN(c2ccccc2F)CC1 (stereo unspecified) returned FadD28 binding -1.2, BoNT-F LC inh 0, Mtb BioA inh -0.2, GDH-TPI counter -1, BoNT A protease 0.3, FBA Mtb inh 3, PfHsp40 yeast -1.1, Mtb UGM inh -0.1 and Anthrax LF inh2 -4.
`CSc1nc(N)nc2c1ncn2CC(=O)NCCNc1ccc([N+](=O)[O-])cn1` gave FadD28 binding -1.1, BoNT-F LC inh 2, Mtb BioA inh 0.1, GDH-TPI counter 19, BoNT A protease -0.5, FBA Mtb inh -3, PfHsp40 yeast 3.3, Mtb UGM inh 1.1 and Anthrax LF inh2 7.

The whole of this part, from the first entry:
Screening CC1CC(C)(C)NC(=S)N1CCCC(=O)N1CCN(c2ccccc2F)CC1 (stereo unspecified) returned FadD28 binding -1.2, BoNT-F LC inh 0, Mtb BioA inh -0.2, GDH-TPI counter -1, BoNT A protease 0.3, FBA Mtb inh 3, PfHsp40 yeast -1.1, Mtb UGM inh -0.1 and Anthrax LF inh2 -4.
`CSc1nc(N)nc2c1ncn2CC(=O)NCCNc1ccc([N+](=O)[O-])cn1` gave FadD28 binding -1.1, BoNT-F LC inh 2, Mtb BioA inh 0.1, GDH-TPI counter 19, BoNT A protease -0.5, FBA Mtb inh -3, PfHsp40 yeast 3.3, Mtb UGM inh 1.1 and Anthrax LF inh2 7.
O=C(CSc1ncn[nH]1)NCCc1ccc(Cl)cc1 was read as FadD28 binding -2.4, BoNT-F LC inh -22, Mtb BioA inh 1.1, GDH-TPI counter -2, BoNT A protease -3.5, FBA Mtb inh 4, PfHsp40 yeast -1.6, Mtb UGM inh -1.0 and Anthrax LF inh2 -5.
For Cc1nn(CC(=O)NCCCN2CCC(Cc3ccccc3)CC2)c(=O)c2cc(-c3ccccc3)nn12 the results were FadD28 binding -3.6, BoNT-F LC inh 2, Mtb BioA inh -0.4, GDH-TPI counter 3, BoNT A protease -0.1, FBA Mtb inh 3, PfHsp40 yeast 0.0, Mtb UGM inh 1.5 and Anthrax LF inh2 -1.
Screening CCOC(=O)c1ccc(NC(=O)c2ccc(NC(=O)C3CCCO3)cc2)cc1 (stereo unspecified) returned FadD28 binding 1.1, BoNT-F LC inh -38, GDH-TPI counter 6, BoNT A protease -6.6, FBA Mtb inh 4, PfHsp40 yeast 2.1, Mtb UGM inh 0.2 and Anthrax LF inh2 -7.
Cn1c(O)c(/C=C2\C=Nc3ccccc32)c(=O)n(C)c1=O was read as FadD28 binding -0.9, BoNT-F LC inh -4, Mtb BioA inh -1.7, GDH-TPI counter -4, BoNT A protease -1.2, FBA Mtb inh -3, PfHsp40 yeast -0.1, Mtb UGM inh -0.2 and Anthrax LF inh2 -9.
`CC1(C)Cc2c(c(N3CCOCC3)nc3sc(C(=O)Nc4cccc(Cl)c4)c(N)c23)CO1` gave FadD28 binding -2.3, BoNT-F LC inh -3, Mtb BioA inh -0.7, GDH-TPI counter 13, BoNT A protease -1.7, FBA Mtb inh 15, PfHsp40 yeast 0.4, Mtb UGM inh 0.6 and Anthrax LF inh2 1.
`COc1ccc(-c2coc3cc4oc(=O)cc(-c5ccccc5)c4cc23)cc1F` gave FadD28 binding -1.4, BoNT-F LC inh -7, GDH-TPI counter 11, BoNT A protease -0.3, FBA Mtb inh 1, PfHsp40 yeast 2.6, Mtb UGM inh -2.8 and Anthrax LF inh2 -1.
For O=C(NCC1c2ccccc2CCN1C(=O)CN1CCOCC1)C1CCCCC1 (stereo unspecified) the results were FadD28 binding 1.6, BoNT-F LC inh -10, GDH-TPI counter 17, BoNT A protease -0.5, FBA Mtb inh 1, PfHsp40 yeast -0.2, Mtb UGM inh 1.9 and Anthrax LF inh2 -3.
Screening O=C(NCC(c1ccco1)N1CCN(c2ccc(F)cc2)CC1)c1ccc2c(c1)OCO2 (stereo unspecified) returned FadD28 binding -3.1, BoNT-F LC inh -2, Mtb BioA inh 0.6, GDH-TPI counter 3, BoNT A protease 0.9, FBA Mtb inh 0, PfHsp40 yeast -1.2, Mtb UGM inh 1.5 and Anthrax LF inh2 -4.
`O=C(Nc1ccc(F)cc1F)C1CC(=O)N(Cc2ccccc2)C1` (stereo unspecified) gave FadD28 binding 0.6, BoNT-F LC inh -2, Mtb BioA inh 0.7, GDH-TPI counter -2, BoNT A protease 0.4, FBA Mtb inh -2, PfHsp40 yeast -2.4, Mtb UGM inh -3.2 and Anthrax LF inh2 2.
For COC(=O)C(=Nc1ccccc1)/C(C(=O)C(=O)N(C)c1ccccc1)=C(\O)c1ccccc1 the results were FadD28 binding 0.6, BoNT-F LC inh inconclusive, Mtb BioA inh -1.6, GDH-TPI counter 2, BoNT A protease inconclusive, FBA Mtb inh 0, PfHsp40 yeast 1.8, Mtb UGM inh 0.8 and Anthrax LF inh2 -6.
COc1ccc(CN2CC(=O)N(c3ccccc3C)C2=S)cc1OC was read as FadD28 binding 0.4, BoNT-F LC inh 0, GDH-TPI counter -2, BoNT A protease 0.3, FBA Mtb inh 1, PfHsp40 yeast -0.9, Mtb UGM inh -5.8 and Anthrax LF inh2 -6.
For Cc1ccc(N(CC(=O)NC(C)(C)C)C(=O)CCC(=O)Nc2ccccn2)c(C)c1 the results were FadD28 binding -3.3, BoNT-F LC inh 4, Mtb BioA inh 0.1, GDH-TPI counter -3, BoNT A protease -0.1, FBA Mtb inh -3 and Anthrax LF inh2 -8.
O=C(O)Cn1c(C(F)(F)F)nc2ccccc21 was read as FadD28 binding -0.7, BoNT-F LC inh -1, GDH-TPI counter 6, BoNT A protease -0.1, FBA Mtb inh 5, PfHsp40 yeast -0.1, Mtb UGM inh -1.4 and Anthrax LF inh2 -2.
CCC(C)c1ccc(O)c(/C=N/O)c1 (stereo unspecified) was read as FadD28 binding 0.8, BoNT-F LC inh 18, Mtb BioA inh 0.1, GDH-TPI counter 2, BoNT A protease 0.7, FBA Mtb inh 6, PfHsp40 yeast 0.6, Mtb UGM inh -0.2 and Anthrax LF inh2 -5.
For O=c1[nH]c2ccc(S(=O)(=O)N3CCN(c4ccc(F)cc4)CC3)cc2o1 the results were FadD28 binding -3.0, BoNT-F LC inh -2, GDH-TPI counter 4, BoNT A protease -0.6, FBA Mtb inh 3, PfHsp40 yeast 0.3, Mtb UGM inh 1.1 and Anthrax LF inh2 -3.
For COc1ccc(NC(=O)COC(=O)CCCN2C(=O)c3ccccc3C2=O)cc1Cl the results were FadD28 binding -3.4, BoNT-F LC inh 5, Mtb BioA inh 0.7, GDH-TPI counter -4, BoNT A protease 0.1, FBA Mtb inh 4, PfHsp40 yeast 2.9, Mtb UGM inh -1.8 and Anthrax LF inh2 0.
`COC(=O)c1cc(Br)c(=O)n(Cc2cccnc2)c1` gave FadD28 binding -0.7, BoNT-F LC inh -1, Mtb BioA inh 1.5, GDH-TPI counter 9, BoNT A protease -0.4, FBA Mtb inh 2, PfHsp40 yeast -1.9, Mtb UGM inh -0.7 and Anthrax LF inh2 -1.
`O=S1(=O)CCC(N=Cc2cc(Br)ccc2O)C1` (stereo unspecified) gave FadD28 binding -1.2, BoNT-F LC inh 5, Mtb BioA inh -2.8, GDH-TPI counter 7, BoNT A protease 0.4, FBA Mtb inh 4, PfHsp40 yeast 0.6, Mtb UGM inh -0.1 and Anthrax LF inh2 4.
`COc1nc(OC)nc(N2CCCCCC2)n1` gave FadD28 binding 0.0, BoNT-F LC inh 1, Mtb BioA inh 0.2, GDH-TPI counter -3, BoNT A protease 0.5, FBA Mtb inh 3, PfHsp40 yeast 1.6, Mtb UGM inh -1.7 and Anthrax LF inh2 2.
`CCOC(=O)[C@@H]1[C@H]2COc3cc(OC)ccc3[C@@H]2N2C(=O)N(c3ccc(OC)cc3)C(=O)[C@@]12C` gave FadD28 binding -5.6, BoNT-F LC inh -3, Mtb BioA inh -0.5, GDH-TPI counter -4, BoNT A protease -0.1, FBA Mtb inh -1, PfHsp40 yeast -2.0, Mtb UGM inh -2.3 and Anthrax LF inh2 -2.
For COc1ccc(-c2cc3nc(-c4ccccc4)cc(N4CCN(C(C)=O)CC4)n3n2)cc1 the results were FadD28 binding -4.5, BoNT-F LC inh 1, Mtb BioA inh -0.7, GDH-TPI counter 21, BoNT A protease 0.1, FBA Mtb inh 70* and Anthrax LF inh2 -2.
For Cc1cccc(N2CCC(N=CN(C)C)=N2)c1 the results were FadD28 binding -3.3, BoNT-F LC inh -5, Mtb BioA inh 3.0, GDH-TPI counter 1, BoNT A protease -0.5, FBA Mtb inh -1, PfHsp40 yeast 2.7, Mtb UGM inh -0.1 and Anthrax LF inh2 -2.
For COc1ccc(CCNC(=O)CN2CCOc3ccccc32)cc1OC the results were FadD28 binding -4.2, BoNT-F LC inh -34, Mtb BioA inh -0.5, GDH-TPI counter 1, BoNT A protease 14, FBA Mtb inh -1, PfHsp40 yeast -1.1, Mtb UGM inh 1.0 and Anthrax LF inh2 -13.
COc1ccc(S(=O)(=O)N(C)C)cc1NC(=O)Cc1cccs1 was read as FadD28 binding -3.4, BoNT-F LC inh -8, GDH-TPI counter -2, BoNT A protease 0.2, FBA Mtb inh -1, PfHsp40 yeast 0.7, Mtb UGM inh -1.6 and Anthrax LF inh2 -3.
`O=C(NC(Cc1ccccc1)C(=O)O)/C(=C/c1ccc([N+](=O)[O-])cc1)NC(=O)c1ccc(Br)o1` (stereo unspecified) gave FadD28 binding 1.4, BoNT-F LC inh 2, Mtb BioA inh -1.2, GDH-TPI counter 22, BoNT A protease -1.0, FBA Mtb inh -1, PfHsp40 yeast 0.0, Mtb UGM inh 0.0 and Anthrax LF inh2 -2.
`COc1ccccc1C(=O)OCCc1ccccc1` gave FadD28 binding -1.5, BoNT-F LC inh -4, Mtb BioA inh -0.6, GDH-TPI counter 10, BoNT A protease -0.5, FBA Mtb inh 4, PfHsp40 yeast -1.7 and Anthrax LF inh2 8.
For O=C(c1ccc(Br)cc1)c1cc([N+](=O)[O-])ccc1N1CCCCC1 the results were FadD28 binding -3.1, BoNT-F LC inh -4, Mtb BioA inh 1.7, GDH-TPI counter 2, BoNT A protease 1.3, FBA Mtb inh -2, PfHsp40 yeast 0.1, Mtb UGM inh -0.4 and Anthrax LF inh2 -6.
O=C(CCCNC(=O)c1ccc(Cl)cc1)OCc1cccc(Br)c1 was read as FadD28 binding -3.7, BoNT-F LC inh 12, GDH-TPI counter -9, BoNT A protease -0.7, FBA Mtb inh 2, PfHsp40 yeast 277*, Mtb UGM inh -1.5 and Anthrax LF inh2 -2.
Screening Cc1c(-c2ccccc2)nc2ccccc2c1C(=O)NCc1cccs1 returned FadD28 binding -2.0, BoNT-F LC inh -3, GDH-TPI counter 0, BoNT A protease 1.9, FBA Mtb inh 2, PfHsp40 yeast 2.4, Mtb UGM inh -2.8 and Anthrax LF inh2 0.
O=C(COc1ccc(S(=O)(=O)N2CCCC2)cc1[N+](=O)[O-])N1CCCCC1 was read as FadD28 binding 1.0, BoNT-F LC inh 4, Mtb BioA inh 1.8, GDH-TPI counter 14, BoNT A protease 0.0, FBA Mtb inh -3 and Anthrax LF inh2 -2.
`Cc1[nH][nH]c(=O)c1C(c1cc2c(cc1Br)OCO2)c1c(C)[nH][nH]c1=O` gave FadD28 binding -1.6, BoNT-F LC inh 13, GDH-TPI counter 1, BoNT A protease 1.4, FBA Mtb inh 0, PfHsp40 yeast -1.1, Mtb UGM inh -0.4 and Anthrax LF inh2 1.
Cc1ccc(N2CCN(c3ncccc3[N+](=O)[O-])CC2)c(C)c1 was read as FadD28 binding -0.7, BoNT-F LC inh 20, Mtb BioA inh -0.5, GDH-TPI counter -4, BoNT A protease 0.8, FBA Mtb inh 1, PfHsp40 yeast -0.5, Mtb UGM inh 2.8 and Anthrax LF inh2 8.
`Clc1c(OCCCn2ccnc2)ccc2ccccc12` gave FadD28 binding -2.8, Mtb BioA inh 3.7, GDH-TPI counter 11, FBA Mtb inh 0, PfHsp40 yeast 1.0 and Mtb UGM inh 2.3.
`CCn1c(=O)cc(O)c2c(=O)n(C)c(=O)n(C)c21` gave FadD28 binding 0.5, BoNT-F LC inh 16, Mtb BioA inh -3.7, GDH-TPI counter 1, BoNT A protease 0.5, FBA Mtb inh 6, PfHsp40 yeast 0.4, Mtb UGM inh 1.0 and Anthrax LF inh2 -1.

Bioassay records from PubChem.
